Screens: PubChem BioAssay, National Center for Advancing Translational Sciences (NCATS)
EPAC1 agonist – activates human EPAC1 exchange factor. O95398. EPAC1 agonist qHTS, biochemical assay; response scale: 100% = response to 6.5 mM cAMP. Potency, µM (highest dose often 154 µM), inactives show top-dose activation, usual class: activators. hit rate 0.073% among 360,000. AID 720707; also: potency is read from the fitted curve at half-maximal effect; nearly all actives have a fitted effect of over 60% in size
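Fluorescent GDP-exchange assay: 100 nM EPAC1 with 250 nM Rap1B preloaded with BODIPY-GDP and 50 uM GDP; compounds tested as concentration series, 5 min at room temperature, then read every 5 min for 30 min (ex 480/em 540 nm); normalized to 6.5 mM cAMP.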
IL-2 act – activators of IL-2. activation, % (series mostly up to about 46 µM). IL-2 activation reporter assay, cell-based qHTS; stimulated with anti-CD3/CD4/CD28 beads; in transgenic mouse T cells. hit rate 0.065% among 360,000; in the data active = activation above about 50%; inconclusive = mostly about 30% to 49%; also: 0% is about no effect
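EGFP and DsRed fluorescence is measured by plate cytometry in unstimulated transgenic mouse T cells exposed to compound for 60 minutes, then stimulated 18 hours at 37 degrees C with anti-CD3/anti-CD4 beads plus anti-CD28.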
PLK1 PBD block – blocks phosphopeptide binding to human PLK1 polo-box domain. AID 720504. Potency, µM, inactives show max response, negative = inhibition, hits mostly inhibitors. Plk1 PBD binding of FITC phosphopeptide, fluorescence polarization. hit rate 2.8% among 360,000. P53350; also: potency is read from the fitted curve at half-maximal effect; series mostly up to about 57 µM; % is scaled to controls: 0 for no effect and ±100 for the full control effect; nearly all actives have a fitted effect of over 65% in size
Target sequence (P53350 whole entry, looked up, the tested form may be a part): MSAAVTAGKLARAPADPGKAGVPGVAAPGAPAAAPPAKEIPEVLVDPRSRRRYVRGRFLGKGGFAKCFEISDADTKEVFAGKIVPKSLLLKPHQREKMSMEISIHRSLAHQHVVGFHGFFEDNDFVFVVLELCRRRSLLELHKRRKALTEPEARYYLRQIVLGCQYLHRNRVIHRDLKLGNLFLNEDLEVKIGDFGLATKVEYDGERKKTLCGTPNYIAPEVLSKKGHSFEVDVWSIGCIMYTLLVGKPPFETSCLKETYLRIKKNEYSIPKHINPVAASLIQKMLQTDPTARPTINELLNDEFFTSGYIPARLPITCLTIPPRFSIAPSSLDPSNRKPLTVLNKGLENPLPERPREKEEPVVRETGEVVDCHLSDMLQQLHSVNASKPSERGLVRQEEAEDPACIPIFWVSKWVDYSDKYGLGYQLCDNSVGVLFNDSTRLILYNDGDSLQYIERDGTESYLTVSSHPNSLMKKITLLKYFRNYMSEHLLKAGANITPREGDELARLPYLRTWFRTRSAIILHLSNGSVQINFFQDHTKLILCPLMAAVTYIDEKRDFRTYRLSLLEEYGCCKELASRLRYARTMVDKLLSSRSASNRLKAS
EPAC1 antagonist – antagonists of human EPAC1. O95398. EPAC1 GEF assay, Rap1b-BODIPY-GDP exchange fluorescence. Potency, µM (titrated, usually from 115 µM), for inactives: at the top dose activity change, negative = inhibition, actives largely listed as inhibitors. hit rate 0.14% among 360,000. AID 720709;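 also: potency is read from the fitted curve at half-maximal effect; plate controls were vehicle for no effect and positive control for full effect; nearly all actives have a fitted effect of over 50% in size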
CCT modulator – cytosolic chaperonin activity modulation; purified chaperonin ATPase assay, HTRF ADP detection, 30 min; activity change, % (concentration not given with the values), hits read low; hit rate 0.3% among 360,000; in the data active = activity change below about -30%; also: % is scaled to controls: 0 for no effect and ±100 for the full control effect
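Enzyme 40 or 20 nM (batch-dependent) in Tris pH 7.4/KCl/MgCl2/DTT; cpd 76 uM single point; ATP 10 uM; 30 min 37 °C; Transcreener ADP HTRF detection, 30 min RT; ratio 665/615.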
WRN inhibitor – WRN helicase (human) inhibition; hit rate 0.46% among 360,000; Q14191; AID 651768; Potency, µM (top dose mostly 114 µM), without a hit: at the top dose activity change, negative = inhibition, most hits filed as inhibitors; WRN helicase unwinding, fluorescent forked duplex, kinetic; also: potency is read from the fitted curve at half-maximal effect; % is scaled to controls: 0 for no effect and ±100 for the full control effect; nearly all actives have a fitted effect of over 55% in size
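Kinetic fluorescence helicase assay: unwinding of a quenched forked DNA duplex (100 nM final) with 2 mM ATP final raises red fluorescence (525/598 nm). Compounds sat 15 min at room temperature with 20 nM WRN beforehand.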
PI5P4K alpha inh – blocks human PI5P4K alpha kinase activity; PI5P4Kalpha enzyme, ADP-Glo luminescence, 60 min; stronger effect = lower value; max response, %; P48426; AID 652105; hit rate 1.2% among 330,000; active = max response of -50% or lower; inconclusive = between -30% and -50%; inactive = -30% or higher; also: value at the top dose of about 77 µM; % is scaled to controls: 0 for no effect and ±100 for the full control effect
Target sequence (P48426 whole entry, looked up): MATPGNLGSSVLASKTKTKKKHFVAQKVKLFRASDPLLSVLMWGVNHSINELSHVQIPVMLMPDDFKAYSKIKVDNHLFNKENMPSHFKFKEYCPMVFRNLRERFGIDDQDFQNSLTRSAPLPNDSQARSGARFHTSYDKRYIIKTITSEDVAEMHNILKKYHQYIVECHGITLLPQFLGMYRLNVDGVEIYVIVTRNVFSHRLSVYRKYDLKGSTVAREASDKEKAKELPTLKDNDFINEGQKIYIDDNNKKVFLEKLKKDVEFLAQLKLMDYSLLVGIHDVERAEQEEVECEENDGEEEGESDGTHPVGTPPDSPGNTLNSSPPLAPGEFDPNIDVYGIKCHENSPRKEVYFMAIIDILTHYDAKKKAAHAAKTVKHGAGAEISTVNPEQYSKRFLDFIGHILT
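Reactions run in 0.038 M HEPES pH 7.4, 0.28 mM EGTA, 0.1% CHAPS and 5% DMSO, with PI5P4Kalpha, substrate, compound and 5 microM ATP final, one hour at room temperature. Readout is ADP-Glo luminescence.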
EPAC2 ag – EPAC2 (human) agonism | EPAC2 activation, biochemical qHTS; response scale: 100% = 6.5 mM cAMP response | Potency, µM (titrated, usually from 154 µM), for the others: at the top dose activation, hits mostly activators | hit rate 0.079% among 360,000; also: potency is read from the fitted curve at half-maximal effect; nearly all actives have a fitted effect of over 50% in size
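Setup: EPAC2 100 nM, labeled Rap1B complex 250 nM, free GDP 50 uM. Compound titrations pinned in, brief spin, 5 min room temperature incubation. Kinetic fluorescence read over 30 min, normalized to 6.5 mM cAMP.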
An asterisk follows results filed as active; u = inconclusive; x = no result given; [ ] = dose if it differs, or a comment. Unless noted, calls follow the shape of the dose curve; as a rule, active = well fitted curve in the direction sought with a large enough effect; inconclusive = small, poorly fitted or top-dose-only effect, or another doubt; inactive = no such curve, though single readings can be large; an effect the other way counts as inactive or inconclusive.

Short keys: A = EPAC1 agonist; B = IL-2 act; C = PLK1 PBD block; D = EPAC1 antagonist; E = CCT modulator; F = WRN inhibitor; G = PI5P4K alpha inh; H = EPAC2 ag
Cc1nc2[nH]c(=O)c3c(n2n1)NC1=C(C(=O)CC(C)(C)C1)C3c1ccc(F)cc1 (centres undefined)
  A = -1% | B = -0.4 | C = -1% | D = 5% | E = 1.8 | F = 9% | G = x | H = -5%
Cc1cccnc1NC(=O)Nc1cccc2ccccc12
  A = 3% | B = -0.8 | C = -5% | D = 0% | E = -4.8 | F = 3% | G = -4 | H = u
CCOc1cc2c(C#N)c(N(CC)CC)nc(N)c2c(N)n1
  A = -4% | B = 0.4 | C = -3% | D = u | E = -0.8 | F = -6%[57.1 µM] | G = 3 | H = 6%
CCCc1nc2ccccc2c(=O)n1-c1ccc(C(=O)OCC)cc1
  A = -8% | B = 0.6 | C = 5% | D = -13% | E = 2.1 | F = 5% | G = -3 | H = 9%
CC(=O)c1ccc(S(=O)(=O)NC2CC(=O)N(c3ccc(C)c(C)c3)C2)cc1 (centres undefined)
  A = 2% | B = -3.1 | C = -9% | D = 1% | E = 1.5 | F = -3% | G = 1 | H = -9%
CC1CCc2sc(C(=O)NCC(C)(C)N3CCOCC3)cc2C1 (centres undefined)
  A = 6% | B = -0.6 | C = -5% | D = 6% | E = 0.2 | F = -1% | G = 7 | H = 9%
CCOc1ccc(S(=O)(=O)Nc2ccc(C(=O)NCC(c3ccc(OC)cc3)N3CCOCC3)cc2)cc1 (centres undefined)
  A = 6% | B = 0.7 | C = -9% | D = -29% | E = 0.0 | F = 8% | G = 2 | H = 19%
O=C(CSc1nc(-c2ccco2)cc(C(F)(F)F)n1)N1CCSCC1
  A = -3% | B = -0.7 | C = -17% | D = -7% | E = -0.3 | F = 1% | G = -7 | H = 0%[15.6 µM]
Cc1nn(C)c(C)c1NS(=O)(=O)c1ccc(N2CCCC2=O)cc1
  A = 0% | B = -0.2 | C = -11% | D = -26% | E = -3.2 | F = -21% | G = -2 | H = 15%
CN(C)CCN1C(=O)C(=O)/C(=C(/O)c2ccc3c(c2)OCCO3)C1c1ccccn1 (centres undefined)
  A = -10% | B = 2.7 | C = 2% | D = 13% | E = 0.1 | F = -27% | G = -7 | H = 2%
O=c1[nH]c2ccccc2cc1-c1nnn(-c2ccc(Cl)c(Cl)c2)n1
  A = -10% | B = -0.5 | C = -15% | D = 8% | E = 0.3 | F = -2% | G = 0 | H = 8%
COc1cccc(-n2nnnc2SCC(=O)Nc2ccc(OC)cc2OC)c1
  A = -10% | B = 0.1 | C = 5% | D = 1% | E = 1.1 | F = 1% | G = -6 | H = -4%
Cc1cccc(Nc2nc(N)c([N+](=O)[O-])c(N3CCN(C)CC3)n2)c1
  A = 1% | B = -0.2 | C = 2% | D = -2% | E = 0.1 | F = -30%[57.1 µM] | G = 0 | H = 2%
O=C(O)C1CCCN1S(=O)(=O)c1ccc2ccccc2c1 (centres undefined)
  A = 3% | B = 1.2 | C = -10% | D = -3% | E = 0.4 | F = -5% | G = -2 | H = 10%
NCCNc1ccc([N+](=O)[O-])cc1
  A = 9% | B = -0.1 | C = -2% | D = -18% | E = 0.1 | F = -15% | G = -2 | H = 0%
CCCNc1nc(C)cc(-c2cc(-c3ccc(Cl)cc3)on2)n1
  A = 19% | B = -0.1 | C = -8% | D = 6% | E = -1.4 | F = 1% | G = 2 | H = 9%
CSc1nc(N)nc2c1ncn2CC(=O)NCCCc1ccccc1
  A = 2% | B = -0.7 | C = -4% | D = 0% | E = 0.6 | F = 0% | G = 7 | H = 8%
COc1ccc(S(=O)(=O)N(C)C[C@H]2Oc3c(NC(=O)c4ccncc4)cccc3C(=O)N([C@H](C)CO)C[C@@H]2C)cc1
  A = 9% | B = 1.7 | C = -13% | D = -1% | E = -1.2 | F = -1% | G = -1 | H = 3%
Cc1c2cnn(-c3ccccc3)c(=O)c2c(C)n1CCCC(=O)N1CCN(c2ncccn2)CC1
  A = -6% | B = 1.0 | C = 1% | D = -11% | E = -1.7 | F = 4% | G = 2 | H = 1%
CN(C)C(CNC(=O)C1CC(=O)N(c2cccc(C(F)(F)F)c2)C1)c1ccccc1 (centres undefined)
  A = 5% | B = -1.2 | C = -9% | D = 3% | E = 0.8 | F = -2% | G = 2 | H = -12%
O=C(NNC(=O)c1ccccc1F)c1cccc(S(=O)(=O)N2CCc3ccccc32)c1
  A = 3% | B = -0.2 | C = -12% | D = -4% | E = -12 | F = -4% | G = -3 | H = 15%
CCc1noc(C)c1C(=O)Nc1ccc(Cl)c(S(=O)(=O)N2CCCCC2)c1
  A = 6% | B = -3.8 | C = -7% | D = 1% | E = 0.4 | F = 1% | G = -1 | H = 7%
OCC[C@H]1C[C@H](O)[C@@H](O)[C@@]2(CCc3ccccc3CO2)O1
  A = 5% | B = -0.2 | C = 2% | D = -4% | E = 0.4 | F = -4% | G = 4 | H = 9%
CCc1ccc(NC(=O)CNC(=O)c2nn(-c3ccc(OC)cc3)c(=O)c3ccccc23)cc1
  A = -13% | B = -1.9 | C = -5% | D = 0% | E = 2.9 | F = 8% | G = 3 | H = 6%
COc1ccccc1OCc1nnc(SCC(=O)N2CCCC2)o1
  A = -2% | B = 4.4 | C = -7% | D = -17% | E = -0.9 | F = -30% | G = -17 | H = 8%

Later entries.
Values in the order: EPAC1 agonist | IL-2 act | PLK1 PBD block | EPAC1 antagonist | CCT modulator | WRN inhibitor | PI5P4K alpha inh | EPAC2 ag
Cc1ccc(O)c(NC(=O)c2cc(-c3ccc(F)cc3)on2)c1
 : 6% | -0.8 | 1% | 23% | 0.2 | 5% | -2 | 3%
CCOC(=O)C1=C(CS(=O)(=O)c2ccccc2)NC(=O)NC1c1cccc(OC)c1 (centres undefined)
 : -13% | -1.9 | -14% | -17% | 1.5 | 2% | -2 | 0%
COc1ccc(C2CC(c3cccs3)=NN2C(=O)CSc2nc(=O)n3ccc(C)cc3n2)cc1 (centres undefined)
 : 3% | -0.8 | 0% | -25% | -46* | -4%[11.6 µM] | u | 3%
COc1ccc(OCC(=O)NS(=O)(=O)c2ccccc2)cc1
 : 3% | 0.1 | -6% | -3% | -2.1 | 0%[57.1 µM] | -2 | 10%
O=C(Cn1nc(C(=O)O)c2ccccc2c1=O)Nc1cccc(S(=O)(=O)N2CCCCCC2)c1
 : -8% | -6.2 | -1% | -7% | -1.8 | -5% | 19 | 0%
CCOc1ccc(S(=O)(=O)n2nnc3ccccc32)cc1C
 : 0% | -4.2 | -10% | -3% | -1.4 | -18% | -10 | 8%
CC(=O)N(Cc1ccco1)C1(C(=O)NC2CCCCC2)CCCCC1
 : 0% | 3.3 | 0% | -23% | -0.2 | -2% | 1 | 6%
CCOC(=O)N1CCN(CCC(=O)Nc2cc([N+](=O)[O-])ccc2OC)CC1
 : 8% | 0.1 | -2% | 7% | 0.5 | -8% | 14 | -6%
COc1ccc(N2CC(C(=O)N[C@@H](CC(C)C)C(=O)NC3CCCC3)CC2=O)cc1 (some centres undefined)
 : 0% | -1.5 | -1% | -6% | 1.1 | -1% | 3 | 1%
CCN(C(=O)CSc1nnc(-c2ccc(OC(F)F)cc2)n1N)C1CCS(=O)(=O)C1 (centres undefined)
 : -5% | -1.0 | -11% | 1% | -0.6 | 19% | 3 | 8%
COc1ccc(C#Cc2c(-c3ccsc3)oc3ccc(-c4cc(OC)c(OC)c(OC)c4)cc23)cc1
 : -20% | -0.2 | 1% | 6% | -2.6 | 8% | 8 | -11%
O=C(Nc1ccccc1)N1CCN(c2ccc(F)cc2)CC1
 : 2% | -2.0 | -1% | 8% | 1.4 | 0% | 3 | -3%
CCCCOc1ccc(C(=O)N/C(=C/C=C/c2ccccc2)C(=O)O)cc1
 : -6% | 0.7 | -25% | 15% | -1.2 | 1% | 15 | -4%
O=C(COc1ccc(Cl)cc1)N1CCN(C(=O)c2ccccc2F)CC1
 : 0% | 0.6 | 0% | 1% | -0.3 | -5% | -8 | 1%
CCC(C)(C)NC(=O)C(c1ccccc1F)N(C(=O)c1ccn[nH]1)c1ccccc1 (centres undefined)
 : 0% | -0.3 | -6% | 8% | 1.8 | 3% | 2 | -6%
Cc1nc(OCC(C)C)c2sc3nc4c(cc3c2n1)COC(C)(C)C4
 : 0% | -0.3 | -7% | -2% | 0.1 | 1% | -5 | 0%
Nc1c(C(=O)OCC(=O)Nc2cccc([N+](=O)[O-])c2)[nH]c(=O)[nH]c1=O
 : -2% | 1.2 | -14% | -11% | -2.9 | u | u | -1%

Rewritten as tab-separated lines: part of the list above
SMILES	EPAC1 agonist	IL-2 act	PLK1 PBD block	EPAC1 antagonist	CCT modulator	WRN inhibitor	PI5P4K alpha inh	EPAC2 ag
Cc1ccc(O)c(NC(=O)c2cc(-c3ccc(F)cc3)on2)c1	6%	-0.8	1%	23%	0.2	5%	-2	3%
CCOC(=O)C1=C(CS(=O)(=O)c2ccccc2)NC(=O)NC1c1cccc(OC)c1 (centres undefined)	-13%	-1.9	-14%	-17%	1.5	2%	-2	0%
COc1ccc(C2CC(c3cccs3)=NN2C(=O)CSc2nc(=O)n3ccc(C)cc3n2)cc1 (centres undefined)	3%	-0.8	0%	-25%	-46*	-4%[11.6 µM]	u	3%
COc1ccc(OCC(=O)NS(=O)(=O)c2ccccc2)cc1	3%	0.1	-6%	-3%	-2.1	0%[57.1 µM]	-2	10%
O=C(Cn1nc(C(=O)O)c2ccccc2c1=O)Nc1cccc(S(=O)(=O)N2CCCCCC2)c1	-8%	-6.2	-1%	-7%	-1.8	-5%	19	0%
CCOc1ccc(S(=O)(=O)n2nnc3ccccc32)cc1C	0%	-4.2	-10%	-3%	-1.4	-18%	-10	8%
CC(=O)N(Cc1ccco1)C1(C(=O)NC2CCCCC2)CCCCC1	0%	3.3	0%	-23%	-0.2	-2%	1	6%
CCOC(=O)N1CCN(CCC(=O)Nc2cc([N+](=O)[O-])ccc2OC)CC1	8%	0.1	-2%	7%	0.5	-8%	14	-6%
COc1ccc(N2CC(C(=O)N[C@@H](CC(C)C)C(=O)NC3CCCC3)CC2=O)cc1 (some centres undefined)	0%	-1.5	-1%	-6%	1.1	-1%	3	1%

This is a subset; count on the stated rates, not on these rows.
